Bioassay records: PubChem BioAssay, National Center for Advancing Translational Sciences (NCATS)
Lipid storage S3 = qHTS Assay for Lipid Storage Modulators in Drosophila S3 Cells; Drosophila S3 cells, BODIPY lipid droplet fluorescence, 18-24 h; cells fed with added oleic acid; lipid storage change, negative = inhibition, % at the top dose, mostly 46.1 µM; hits show Potency in µM; 0.64% of 320,000 active; AID 2685; active = well fitted inhibition curve with a large enough effect in the signal ratio, with a control signal flat, not every such curve was filed as active; inconclusive = small, poorly fitted or top-dose-only effect, or effect the other way, or a change in a side signal; the % refers to the signal ratio
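Drosophila S3 cells got compounds at several concentrations plus oleic acid (400 uM solution). Laser-scanning cytometry with 488 nm excitation read lipid droplets at 500-530 nm and cells at 575-640 nm. Percent activity was relative to 20 uM Triacsin C.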
Lipid storage S3 cell count max = recorded beside Lipid storage S3, whose call it bears; cell number change, %; measured here: cell count max response;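 cells counted by Cell Tracker Red CMTPX staining in the red channel; peak over a dose series mostly up to 46.1 µM; percent activity relative to internal control wells on each plate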
The depositor's hits bear a star; i = inactive; u = inconclusive; x = no result given. % is set by controls: 0 for no effect and ±100 for the full control effect; potency is the fitted concentration of half-maximal effect. Not all compounds are listed; the hit share may differ from the screen's.

SMILES | Lipid storage S3 | Lipid storage S3 cell count max
O=C(CCSCc1ccccc1Cl)N1CCN(c2cccc(Cl)c2)CC1 | u | x
O=C1/C(=C\c2cccs2)SC(=S)N1C1CCS(=O)(=O)C1 (centres undefined) | -17% | 13
CCOC(=O)c1cn2nc(Oc3cccc(F)c3)ccc2n1 | u | x
Cn1c(=O)c2c(nc(NCc3ccco3)n2Cc2ccc(Cl)cc2Cl)n(C)c1=O | u | x
COc1ccc(C2C(O)C(c3c[nH]c4ccccc34)=NN2C(=O)CCl)cc1 (centres undefined) | u | x
COc1ccc(C2OC34CCCCC3C(C#N)(C#N)C2(C#N)C(=N)O4)cc1 (centres undefined) | u | x
O=C(O)COc1ccccc1/C=N/NC(=O)/C(=C\c1ccc2c(c1)OCO2)NC(=O)c1ccccc1 | 2% | 18
NC(=O)[C@@H]1CCCNc2c(I)cc([N+](=O)[O-])cc2C(=O)N[C@@H](CCCN=C(N)N)C(=O)N[C@@H](CCCN=C(N)N)C(=O)N1 | -1% | 7
CCOc1ccccc1C(=O)Nc1nnc(CC)s1 | 3% | -12
Cc1ccccc1CN1CCC(n2nccc2NC(=O)CCOc2ccccc2)CC1 | i | x
CCOC(=O)CSc1nnc2c3ccccc3n(C)c2n1 | u | x
Cc1ccc(/C=C2/SC(=Nc3ccc(F)cc3)NC2=O)s1 | u | x
O=c1[nH]cnc2c1C(c1ccc(Cl)cc1)c1c(nc[nH]c1=O)O2 | u | x
Nc1cc(N)c(OCC(F)(F)F)cc1OCC(F)(F)F | u | x
C=CCNC(=S)N/N=C(\C)c1cccc(OC)c1 | 8% | 5
CC(=O)Nc1cc(C(=O)CSc2nnc(C3CC3)n2C2CC2)ccc1O | u | x
CCN(CC)CCOc1ccc2nc(N(C)C)sc2c1 | u | x
Cc1cc(C)c(S(=O)(=O)Nc2nnc(CC(C)C)s2)c(C)c1 | -14% | -6
CCOC(=O)N1CCN(S(=O)(=O)c2ccc(OC)cc2)CC1 | u | x
COc1ccccc1NS(=O)(=O)c1ccc(C(=O)NCCCN2CCCC2=O)cc1 | u | x
CN(C)CCCN(C(=O)COc1ccc(Cl)cc1)c1nc2cc3c(cc2s1)OCO3 | u | x
Cc1cc2ccccc2c(=O)n1CC(=O)NCC1COc2ccccc2O1 (centres undefined) | u | x
CCOC(=O)c1c(S(=O)(=O)NCC(=O)Nc2ccccc2)c(C)n(C)c1C | u | x
COc1ccccc1CNC(=O)CCCn1nc(C)c2c(C)n(-c3ccc(C)cc3)nc2c1=O | u | x
CCN1CCN(C(=O)c2ccc(Cl)c(S(=O)(=O)N3CCCCC3)c2)CC1 | -6% | 7
(cont.)
SMILES | Lipid storage S3 | Lipid storage S3 cell count max
CC(CNC(=O)CN1C(=O)COc2ccc(S(=O)(=O)N3CCCCC3)cc21)c1ccccc1 (centres undefined) | u | x
O=C(CN1C(=O)C(=O)N(Cc2ccco2)C1=O)c1c[nH]c2ccccc12 | 10% | 8
COc1ccc(-c2nc(=S)c3c([nH]2)Oc2ccc(C)cc2C3)cc1O | u | x
Cc1ccc(S(=O)(=O)N2CCN(c3ccc(C(=O)N4CCOCC4)cc3[N+](=O)[O-])CC2)cc1 | u | x
COc1ccc(Cl)cc1NC(=O)CSc1sc2c(O)cc(=O)[nH]c2c1C#N | i | 23
COc1ccc(N2C(=O)CC2(C#N)c2ccc(OCc3ccccc3)cc2)cc1 (centres undefined) | i | x
COc1ccc(C(=O)NC2CCN(C(=S)Nc3cccc(C)c3C)CC2)cc1 | -8% | 4
CC(C(=O)N1CCCCCC1)c1ccc([N+](=O)[O-])cc1 (centres undefined) | -6% | 4
Cc1cc(O)cc(O)c1C(=O)Cc1cnn(-c2ccccc2)c1 | u | x
C=CCn1c(CCNC(=O)c2ccc(Cl)c(Cl)c2)nnc1SCCOc1ccc(OC)cc1 | 3% | -4
Cn1c(CC(=O)Nc2ccccc2)n[nH]c1=S | u | x
CC(C)(C)SCCNC(=O)c1ccc(CN2CCc3ccccc3C2)cc1 | u | x
Cn1nc(C(=O)Nc2ccc(Br)cc2)cc1C(=O)Nc1ccc(Br)cc1 | i | 18
CCC(=O)Nc1cc(=O)[nH]c2ncnn12 | -9% | -15
CN(CCc1ccccn1)C(=O)c1cccnc1Oc1ccc(Cl)cc1 | u | x
COc1ccc(-c2nnn(CC(=O)N(Cc3ccccc3Cl)C(C(=O)NCC3CCCO3)c3ccco3)n2)cc1 (centres undefined) | -10% | -5
CCOc1ccc(CCN2C(=O)c3ccc(C(=O)O)cc3C2=O)cc1OCC | u | x
COc1ccc(OC)c(NC(=O)c2cc(S(=O)(=O)N(C)C)ccc2N2CCCC2)c1 | u | x
C=CCN1C(=S)N[C@@H]2CS(=O)(=O)C[C@@H]21 | 0% | 17
Cc1nn(Cc2c(Cl)cccc2Cl)c(Cl)c1/C=C/C(=O)OCC(=O)NCC(F)(F)F | u | x
CCOc1ccc2nc(NS(=O)(=O)c3ccc4c(c3)n(C)c(=O)n4C)sc2c1 | u | x
Cc1nc2cc3nc(C)sc3cc2s1 | u | x
CCOC(=O)c1cc2c3ccccc3n(CC)c2nc1N | u | x
Cc1cc(C)c2c(CC(=O)O)coc2c1 | 0% | 3
CCOc1ccc(-c2c(C(=O)N/N=C/c3cccs3)nnn2-c2nonc2N)cc1 | u | x
Other records follow.
SMILES | Lipid storage S3 | Lipid storage S3 cell count max
N#C/C(=C/Nc1ccccc1C(=O)O)C(N)=O | u | x
COCC1CCN(C(=O)C2CCC(=O)N(CC3CCCCC3)C2)CC1 (centres undefined) | u | x
COC(CNC(=O)c1ccc2c(c1)nc(C)n2-c1ccc(F)c(F)c1)OC | -1% | 3
CS(=O)(=O)n1nc(-c2ccco2)nc1N | -13% | 3
O=c1cc(N2CCCCCC2)[nH]c(=O)n1-c1ccc(Cl)cc1 | -8% | -3
S=c1[nH]cc(-c2ccccc2)[nH]1 | 20% | x
CCOC(=O)c1cc(C(=O)c2cccs2)n2ccc(C(C)=O)cc12 | u | x
CSc1ccc(C(C(C(=O)c2cccs2)N2CCOCC2)N2CCOCC2)cc1 (centres undefined) | 14% | 4
O=C(Cn1nc(-c2ccc(Cl)cc2)ccc1=O)NCCN1CCOCC1 | u | x
Cc1c(-c2csc(N)n2)c2ccccc2n1C | 28% | 17
O=C(NCc1ccco1)C1CC(=O)N(CCc2ccccc2)C1 (centres undefined) | 16% | 14
CC(C)N(C)C(=O)C(=O)c1cccn1-c1cccc(Cl)c1C#N | i | -29
O=C(CSc1nnc2c(Cl)cc(Cl)cn12)N1CCN(c2ccc(F)cc2)CC1 | u | x
COc1cc(C(=O)NCC(=O)NC(C)c2ccc(-n3ccnc3)cc2)cc(OC)c1OC (centres undefined) | u | x
CN(CC(=O)NCCN1CCN(c2ccccc2)CC1)S(=O)(=O)c1ccc2c(c1)CCC(=O)N2 | u | x
N#Cc1ccc(NC(=O)COC(=O)CNC(=O)C2CCCCC2)cc1 | 1% | 2
COc1ccc(N(C(=O)c2cc3ccccc3oc2=O)C2C=CS(=O)(=O)C2)cc1 (centres undefined) | u | x
CCOc1ccc(NC(=O)CN(c2ccc(OC)cc2)S(C)(=O)=O)cc1 | u | x
CCC(C)n1c(=N)c(C#N)cc2c(=O)n3cc(C)ccc3nc21 (centres undefined) | 3% | -1
COc1ccc(Cl)cc1NC(=O)c1cccc(N2C(=O)C3CC=CCC3C2=O)c1 (centres undefined) | 13% | 11
O=C(Nc1ccccc1C(=O)O)c1cccc(C(=O)Nc2ccccc2C(=O)O)c1 | u | x
Oc1nc(Nc2ccc(F)cc2)sc1/C=C1\C=Nc2ccccc21 | -6% | -4
CC(NC(=O)c1cccc(Cl)c1)C1CC2CCC1C2 (centres undefined) | u | x
CC1(C)CC(=O)C(N=Nc2ccc3ncsc3c2)=C(O)C1 | 7% | 3
COc1ccc(CCNC(=O)Cn2nnc(C(=O)Nc3cc(C)ccc3C)c2N)cc1OC | i | -17
(next part)
SMILES | Lipid storage S3 | Lipid storage S3 cell count max
CC1CN(c2ncc(/C=N/NC(=O)c3ccccc3O)s2)CC(C)O1 (centres undefined) | u | x
CC1CCCN(Cc2c(O)ccc3c(=O)c(-c4ccc(Cl)cc4)coc23)C1 (centres undefined) | u | x
CC(=O)N(Cc1cc(=O)[nH]c2ccccc12)c1ccccc1 | i | -11
O=C(COc1ccccc1Cl)NC(=S)Nc1ccccc1N1CCCC1 | i | 9
O=C(Nc1ncccc1O)C1CCN(S(=O)(=O)c2ccc3ccccc3c2)CC1 | 12% | -13
Cc1ccc(C)c(-n2ccnc2SCC(=O)O)c1 | u | x
COc1ccc(C(=O)Nc2ccnn2C2CCN(C(=O)C3CCOC3)CC2)cc1 (centres undefined) | u | x
C#CCOCCOCCOCCNc1nc(N2CCN(C(=O)[C@H]([C@@H](C)CC)n3cc(CCCCN)nn3)CC2)nc(N2CCN(C(=O)[C@H](C)n3cc(CCC(=O)O)nn3)CC2)n1 | 3% | 12
COc1ccccc1CCCNC(=O)C1CCC(=O)N(CCc2cccc(F)c2)C1 (centres undefined) | u | x
CCc1c(C(C)=O)oc2ccc3c(C)cc(=O)oc3c12 | 17% | 1
CCOc1ccc(NS(=O)(=O)c2ccc(C(=O)N3CCCC3)cc2)cc1 | u | x
CC(=O)c1cccc(S(=O)(=O)NCCCN2CCOCC2)c1 | u | x
CCn1c2ccccc2c2cc(NC(=O)CNCC3CCCO3)ccc21 (centres undefined) | u | x
Cc1cc(=O)[nH]c(SCC(=O)Nc2ncc(S(=O)(=O)c3ccc([N+](=O)[O-])cc3)s2)n1 | u | x
O=C(CSc1nnnn1C1CCCC1)NCc1ccccc1 | 2% | -7
Cc1nn(-c2ccccc2)c2sc(C(=O)c3c(N)n(C)c(=O)n(C)c3=O)cc12 | u | x
COc1ccc(S(=O)(=O)N2CCCC(C(=O)Nc3ccc(NC(=O)c4ccccn4)cc3)C2)cc1 (centres undefined) | u | x
NC(=O)CC(NC(=O)Cc1ccc(Cl)cc1)c1ccc(NC2CCCCC2)c([N+](=O)[O-])c1 (centres undefined) | 6% | -1
C[n+]1cn(Cc2ccc(C#N)cc2)c2ccccc21 | u | x
CN1CCN(C(=O)/C=C/c2ccc([N+](=O)[O-])cc2)CC1 | 0% | -5
Cc1ccc(C(=O)NC2CCN(S(=O)(=O)c3ccc(C)cc3)CC2)cc1 | -7% | 2
CN1CCN(CCCNC(=O)c2cc3c(-c4ccc(Cl)cc4)nn(C)c3s2)CC1 | u | x
COc1ccc(N=N/C(C(C)=O)=C(/C)O)cc1 | 11% | x
O=C(NC1CCCCC1)C(c1ccco1)N(Cc1cccs1)C(=O)Cn1nnc2ccccc21 (centres undefined) | u | x
COCC(=O)Nc1ccc(N2CCCC2)c(S(=O)(=O)Nc2ccccc2OC)c1 | -2% | -7
Following part.
SMILES | Lipid storage S3 | Lipid storage S3 cell count max
O=C(O)CCc1ccc(-c2ccc(F)cc2)n1NC(=O)c1ccco1 | u | x
CC(=O)C1C(=O)CC(C)(O)C(C(C)=O)C1c1ccc(N(C)C)cc1 (centres undefined) | 1% | -2
Cc1ccccc1C(=O)Nc1ccc(C(=O)O)cc1NC(=O)c1ccccc1C | -11% | -6
O=C(COC(=O)c1ccc(Cl)nc1)Nc1ccc2ccccc2c1 | u | x
COCc1cccc(C2=CC(=O)C[C@H](c3ccc(OC)cc3)C2)c1 | u | x
CC(=O)CSc1nnc(C(F)(F)F)n1C | u | x
CSc1ccc(S(=O)(=O)NCC(=O)OCC(=O)N2CCC(C)CC2)cc1[N+](=O)[O-] | u | x
CCOC(=O)/C(=C\c1ccc(OC)c(OC)c1)C(=O)c1cccnc1 | u | x
CSc1nc2c(cc1C#N)C(=O)CC(C)(C)C2 | -11% | -3
CC(C)CC(=O)Nc1cc2c3c(c1)CCN3C(=O)CC2 | i | -4
O=C(NNC(=O)c1ccc(-c2ccccc2)cc1)Nc1ccccc1F | u | x
CCO[C@@H]1OC(C(=O)N2CCN(Cc3ccccc3)CC2)=C[C@H](C)[C@H]1CCCO | 8% | 16
O=C(NC(=S)Nc1ccc(N2CCOCC2)cc1)c1cccc(Cl)c1Cl | u | x

Filtered by structure: the compounds so far with an aryl thioether with sulfur outside any ring (12)
SMILES | Lipid storage S3 | Lipid storage S3 cell count max
CCOC(=O)CSc1nnc2c3ccccc3n(C)c2n1 | u | x
CC(=O)Nc1cc(C(=O)CSc2nnc(C3CC3)n2C2CC2)ccc1O | u | x
COc1ccc(Cl)cc1NC(=O)CSc1sc2c(O)cc(=O)[nH]c2c1C#N | i | 23
C=CCn1c(CCNC(=O)c2ccc(Cl)c(Cl)c2)nnc1SCCOc1ccc(OC)cc1 | 3% | -4
CSc1ccc(C(C(C(=O)c2cccs2)N2CCOCC2)N2CCOCC2)cc1 (centres undefined) | 14% | 4
O=C(CSc1nnc2c(Cl)cc(Cl)cn12)N1CCN(c2ccc(F)cc2)CC1 | u | x
Cc1ccc(C)c(-n2ccnc2SCC(=O)O)c1 | u | x
Cc1cc(=O)[nH]c(SCC(=O)Nc2ncc(S(=O)(=O)c3ccc([N+](=O)[O-])cc3)s2)n1 | u | x
O=C(CSc1nnnn1C1CCCC1)NCc1ccccc1 | 2% | -7
CC(=O)CSc1nnc(C(F)(F)F)n1C | u | x
CSc1ccc(S(=O)(=O)NCC(=O)OCC(=O)N2CCC(C)CC2)cc1[N+](=O)[O-] | u | x
CSc1nc2c(cc1C#N)C(=O)CC(C)(C)C2 | -11% | -3
